Assay outcomes from PubChem.
PME-1 primary = PME-1 inhibitors via competitive probe labeling, primary screen, biochemical, fluorescence polarization, FP-Rh probe, HTS; Protein phosphatase methylesterase 1 (Homo sapiens), Q9Y570; recombinant PME-1; inhibition, % at 5.9 µM; 320,000 tested, 0.53% active;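 active = inhibition above the campaign mean of all compounds plus 3 SD, cut at about 26% in these data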;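 note: competitive labeling of PME-1 active site by serine hydrolase directed probe; 0% = PME-1 with DMSO and 100% = wells lacking PME-1 enzyme; inhibitors block probe labeling so polarization falls and inhibition rises; many of its hits are not listed in these tables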
Target sequence (Q9Y570 whole entry, looked up): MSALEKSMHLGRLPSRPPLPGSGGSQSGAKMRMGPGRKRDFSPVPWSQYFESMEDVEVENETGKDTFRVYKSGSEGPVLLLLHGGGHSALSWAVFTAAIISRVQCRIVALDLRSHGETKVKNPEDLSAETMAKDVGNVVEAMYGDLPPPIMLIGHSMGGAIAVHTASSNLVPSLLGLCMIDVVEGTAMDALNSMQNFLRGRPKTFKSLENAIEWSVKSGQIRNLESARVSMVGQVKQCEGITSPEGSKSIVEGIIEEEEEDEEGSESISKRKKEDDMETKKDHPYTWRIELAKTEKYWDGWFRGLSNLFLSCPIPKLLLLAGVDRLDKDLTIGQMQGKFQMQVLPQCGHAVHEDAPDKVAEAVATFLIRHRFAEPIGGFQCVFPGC
Fam108B inh = mouse Fam108B serine hydrolase inhibitors, primary screen, counter-screen for RBBP9 inhibitor project, biochemical, fluorescence polarization; recombinant Fam108B, FP-Rh probe fluorescence polarization; inhibition, % at 9.51 µM; 300,000 tested, 0.33% active;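 active = inhibition above the screen mean inhibition plus 3 SD, computed separately per campaign, cut at about 18% in these data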;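 note: inhibitors lower polarization as less probe binds the enzyme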
PAFAH1B2 inh = PAFAH1B2 enzyme inhibitors, primary screen, biochemical, fluorescence polarization, human | recombinant PAFAH1B2, FP-rhodamine activity probe | inhibition, % at 3.39 µM | 340,000 tested, 1.2% active | AID 492953, 2010;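 active = inhibition above the mean of all tested compounds plus 3 SD, cut at about 24% in these data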;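 note: 0% = enzyme with DMSO and 100% = wells lacking PAFAH1B2; many of its hits are not listed in these tables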
MEX-5 binding = MEX-5 zinc finger RNA-binding disruptors – biochemical, C. elegans, fluorescence polarization, MLPCN library, primary screen | Zinc finger protein mex-5 (Caenorhabditis elegans), Q9XUB2 | MEX-5/FITC-TCR2 RNA binding; hits give low values | activity score (negative = inhibition of binding), % at 10 µM | 300,000 tested, 0.38% active;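 active = inhibition past about -25% in most replicates, and total fluorescence under double the plate's negative control median, limit read from the data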;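 note: 0% = DMSO and -100% = 5 µM competing unlabeled TCR2 RNA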
Target sequence (Q9XUB2 whole entry, looked up): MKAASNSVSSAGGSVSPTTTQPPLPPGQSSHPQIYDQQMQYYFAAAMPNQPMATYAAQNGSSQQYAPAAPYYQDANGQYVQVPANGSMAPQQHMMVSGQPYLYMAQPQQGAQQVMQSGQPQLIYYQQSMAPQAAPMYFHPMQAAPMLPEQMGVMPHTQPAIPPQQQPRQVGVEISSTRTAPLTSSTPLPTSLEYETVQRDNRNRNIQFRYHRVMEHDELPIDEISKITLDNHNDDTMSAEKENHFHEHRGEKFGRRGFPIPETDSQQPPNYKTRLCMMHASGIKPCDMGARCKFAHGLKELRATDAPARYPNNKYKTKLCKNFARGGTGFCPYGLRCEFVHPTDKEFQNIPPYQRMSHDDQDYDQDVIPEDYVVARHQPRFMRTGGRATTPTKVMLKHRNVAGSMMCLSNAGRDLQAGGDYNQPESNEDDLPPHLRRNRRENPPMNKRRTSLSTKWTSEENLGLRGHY
GLD-1 TGE inh = GLD-1/TGE RNA complex disruptors, primary screen, biochemical, fluorescence polarization | 320,000 tested, 0.44% active | purified GLD-1 + fluorescein TGE RNA | Female germline-specific tumor suppressor gld-1 (Caenorhabditis elegans), Q17339 | inhibition, % at 5.96 µM;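 active = percent inhibition above a per-plate cutoff, the plate mean of test compounds plus 3 SD, cut at about 30% in these data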;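 note: 0% = DMSO wells with GLD-1 and probe and 100% = wells lacking GLD-1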
MCL1-BIM inh = inhibitors of MCL1 binding to BIM-BH3, primary screen, biochemical, fluorescence polarization | AID 2057, 2009 | 320,000 tested, 0.68% active | GST-MCL1 / FITC-Bim-BH3 fluorescence polarization | Induced myeloid leukemia cell differentiation protein Mcl-1 (Homo sapiens), Q07820 | inhibition, % at 10.9 µM;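 active = inhibition above the mean inhibition of all tested compounds plus 3 SD, set per campaign, cut at about 40% in these data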;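 note: 0% = DMSO wells and 100% = unlabeled Bim-BH3 peptide control; higher means more loss of mP so more displacement of Bim peptide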
Bcl-xL primary = inhibitors of human Bcl-xL, primary screen, biochemical, fluorescence polarization, HTS; Bcl-2-like protein 1 (Homo sapiens), Q07817; inhibition, % at 10.9 µM; AID 2129, 2009; GST-Bcl-xL / FITC-Bim BH3 peptide fluorescence polarization; 320,000 tested, 0.7% active;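 active = inhibition above the mean of all tested compounds plus 3 SD, cutoff set per campaign, cut at about 30% in these data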;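 note: 0% = DMSO wells and 100% = unlabeled Bim-BH3 peptide competitor; inhibitors lower millipolarization by displacing the labeled peptide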
Target sequence (Q07817 whole entry, looked up): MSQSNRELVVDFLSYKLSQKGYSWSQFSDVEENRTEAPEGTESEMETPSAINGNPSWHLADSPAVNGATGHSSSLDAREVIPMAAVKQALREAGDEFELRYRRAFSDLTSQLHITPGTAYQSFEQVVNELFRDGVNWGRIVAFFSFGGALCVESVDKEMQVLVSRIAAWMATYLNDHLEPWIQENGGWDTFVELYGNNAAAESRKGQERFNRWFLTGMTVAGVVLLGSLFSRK
pPAFAH inh = pPAFAH enzyme inhibitors, primary screen, biochemical, fluorescence polarization, human; AID 463082, 2010; Platelet-activating factor acetylhydrolase (Homo sapiens), Q13093; inhibition, % at 3.39 µM; recombinant pPAFAH, FP-rhodamine probe fluorescence polarization; 330,000 tested, 1.5% active;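 active = inhibition above the mean inhibition across the screen plus 3 SD, cut at about 25% in these data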;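 note: inhibitors block binding of the rhodamine activity-based probe so polarization drops; 0% = enzyme with DMSO and 100% = wells lacking pPAFAH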
AHR activator = AHR activators, primary screen, cell-based, luminescence, luciferase reporter, human | Aryl hydrocarbon receptor (Homo sapiens), P35869 | AHR-responsive luciferase reporter cells | activation, % at 5 µM | 320,000 tested, 2.5% active; in the data active = activation above about 47%;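 note: 0% = vehicle wells and 100% = reference agonist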
* marks the source's active call; other numbers are inactive results; . = no result given.

SMILES | PME-1 primary | Fam108B inh | PAFAH1B2 inh | MEX-5 binding | GLD-1 TGE inh | MCL1-BIM inh | Bcl-xL primary | pPAFAH inh | AHR activator
COc1ccc(CCN2C(=O)c3ccccc3C2(O)c2ncc[nH]2)cc1OC (stereo not given) | -4 | -7 | -2 | -0.1 | -8 | -10 | -9 | -7 | -3
Cc1ccc(N=C2C(=O)Nc3ccccc32)c(C)c1 | 1 | -2 | 1 | -1.3 | 2 | -3 | 0 | 0 | 8
Cc1ccc(NC(=O)CN(C)S(=O)(=O)c2ccc3c(c2)n(C)c(=O)c(=O)n3C)cc1 | 3 | 4 | 5 | -2.9 | -10 | 0 | 3 | 2 | 2
CCOC(=O)COc1nc(-c2ccc(Cl)cc2)cc(-c2ccco2)c1C#N | -3 | -1 | 3 | 0.3 | -3 | -11 | -15 | -7 | 0
O=C(CSc1nnc(-c2cccs2)n1C1CC1)NCC1CCCO1 (stereo not given) | 1 | . | 0 | . | 6 | -15 | -8 | 0 | 0
CCc1noc(C)c1C(=O)Nc1ccc(Cl)c(S(=O)(=O)N2CCCCC2)c1 | 1 | 0 | 5 | -0.4 | 4 | 2 | -3 | 2 | 8
CCOc1ccc(NC(=O)CN(C)C(=O)Cn2cnc3c2c(=O)n(C)c(=O)n3C)cc1OCC | -1 | 1 | 5 | 0.2 | 1 | -22 | -12 | 3 | -1
Cc1ccn2cc(CCNC(=O)CC3CCCCC3)nc2c1 | 6 | 3 | 5 | -0.7 | -5 | -3 | 3 | 1 | 0
S=C(N/N=C/c1ccc(Cl)c(Cl)c1)Nc1ccccc1Cl | -11 | -15 | -2 | -0.5 | -8 | 6 | 5 | 3 | 41
COC(=O)c1[nH]c2cccc(OC)c2c1NC(=O)CCN1CCN(c2ccccc2OC)CC1 | -2 | 0 | 3 | -0.5 | -4 | 9 | -12 | -1 | 1
Cc1ccc(NC(=O)COC(=O)c2ccc([N+](=O)[O-])o2)cc1S(=O)(=O)N1CCCCCC1 | 5 | 3 | 1 | -1.3 | -10 | -7 | -9 | 9 | 0
O=C(NCc1nnnn1-c1ccc(Cl)cc1)c1ccc(Br)o1 | 2 | -1 | 11 | 0.5 | 5 | 4 | 4 | 1 | 5
Cn1c(SCC(=O)NN2C(=O)NC(C)(c3ccccc3)C2=O)nnc1-c1ccncc1 (stereo not given) | . | . | 7 | . | 8 | . | . | 1 | 2
CC(C)N(C(=O)COC(=O)c1cc(Cl)cc(Cl)c1N)C(C)C | 3 | -1 | 5 | 1.2 | 1 | 0 | 0 | -1 | -1
Cc1ccc(C2=NN(CC(=O)O)C(=O)CC2)cc1 | 0 | -2 | 0 | 4.1 | -4 | 4 | 5 | 5 | 5
CSc1ncccc1C(=O)NC(C)C1CC2CCC1C2 (stereo not given) | 0 | 0 | 1 | -0.1 | -4 | 3 | 8 | 3 | -2
C=CCSc1nc(C)cc(/C=C\c2ccccc2)c1C#N | -5 | -1 | 0 | 0.3 | 3 | -3 | 2 | -3 | 6
CCOc1ccc(C2NC(=O)c3n[nH]c(C)c32)cc1 (stereo not given) | 3 | 1 | 3 | 3.7 | 2 | -1 | 0 | 1 | -1
O=C(Cn1nc(-c2ccccc2Cl)ccc1=O)Nc1ccc(Br)cc1 | 0 | -3 | 0 | -0.6 | 10 | -6 | -1 | 13 | 1
CCS(=O)(=O)Nc1ccc(-c2nnc(SCC(=O)c3cccc(OC)c3)o2)cc1 | -7 | -3 | 0 | -0.7 | 2 | -3 | 1 | 1 | 20
Cc1c(NC(=S)NC(=O)C(C)(C)C)c(=O)n(-c2ccccc2)n1C | 2 | -4 | 0 | 2.8 | 3 | 5 | 5 | 3 | -1
COc1ccc(NS(=O)(=O)c2ccc(C)c(C(=O)O)c2)cc1 | 2 | -3 | 18 | 0.6 | 2 | -4 | 2 | 6 | -1
COCCn1c(N)c(Sc2ccccc2[N+](=O)[O-])c(=O)[nH]c1=O | -1 | -1 | -1 | 1.2 | -3 | 3 | 4 | 0 | 1
O=C(COC(=O)c1cc2c(s1)CCC2)Nc1ccc(F)cc1 | 0 | 1 | -1 | -0.1 | 8 | 25 | 2 | 44* | 0
CC(=O)Nc1ccc(NC(=S)Nc2ccc(Br)cc2)cc1 | -2 | 0 | 3 | 1.9 | 8 | 4 | 5 | 1 | 0

More records
SMILES | PME-1 primary | Fam108B inh | PAFAH1B2 inh | MEX-5 binding | GLD-1 TGE inh | MCL1-BIM inh | Bcl-xL primary | pPAFAH inh | AHR activator
COc1ccc(NC(=S)N2CCC(N(C)CC3CCCO3)CC2)cc1Cl (stereo not given) | -6 | -10 | 2 | 2.4 | -4 | -22 | -12 | -7 | -6
CCc1ccc(/C=C2/Sc3ccccc3N(CC(=O)NCCCOC)C2=O)cc1 | 5 | -3 | . | -0.6 | 4 | 18 | 9 | 6 | -2
COc1ccccc1C(=O)N(Cc1cccs1)C1CCS(=O)(=O)C1 (stereo not given) | 5 | 0 | 5 | -1.5 | 1 | -1 | 3 | -4 | -1
COc1ccccc1/C=C/C(=O)NCC(=O)N/N=C(/C)c1ccco1 | 4 | -1 | 2 | -2.9 | -4 | 6 | 1 | 0 | 43
COc1ccc(CNC(=S)Nc2ccccc2Cl)cc1 | -6 | 6 | 5 | -2.6 | 0 | 10 | 2 | -1 | 0
C=CCc1cc(C)cc(C)c1OCCn1cncn1 | -3 | 7 | 1 | 0.5 | 1 | 5 | 6 | 2 | 59*
O=C1C=C(c2ccc(F)nc2)C[C@@H](c2ccc3c(c2)OCO3)C1 | 3 | . | 1 | . | 2 | -3 | -3 | 2 | 58*
c1ccc2c3c([nH]c2c1)C(C1CCCCC1)N(Cc1ncc[nH]1)CC3 (stereo not given) | 3 | 1 | 5 | 2.7 | 3 | 4 | 1 | 3 | 11
O=C(NCc1ccccn1)Nc1ccc(Cl)c(Cl)c1 | -3 | -5 | 7 | 1.7 | 6 | 4 | 6 | 2 | -3
O=C(Nc1ccc(Cl)cc1)c1nc[nH]c1C(=O)N1CCc2ccccc2C1 | -2 | . | 6 | . | 0 | 4 | 3 | -2 | 1
O=C(OCCOCCN=C1NS(=O)(=O)c2ccccc21)c1ccncc1 | 7 | 3 | 1 | 0.7 | 7 | 1 | 3 | 0 | -2
Cc1ccc(CSc2nc(N)cc(N)n2)cc1 | -4 | -1 | 6 | 3.2 | 5 | 4 | 7 | 1 | 0
O=C1C(Oc2ccccc2)C(c2ccc3c(c2)OCO3)N1CCc1ccc(F)cc1 (stereo not given) | 1 | 4 | 0 | -0.7 | 6 | -2 | -6 | 1 | 71*
COc1cccc(NC(=O)C2CCOC2=O)c1 (stereo not given) | 6 | 0 | . | 0.6 | -8 | 2 | 2 | -4 | -2
O=C(CSc1nc2ccccc2c(=O)n1-c1ccc(Cl)cc1)N/N=C/C=C/c1ccccc1[N+](=O)[O-] | -20 | -8 | -3 | 2.3 | 4 | 0 | 3 | -4 | 3
Cc1c(/C=N\NC(=O)c2ccc([N+](=O)[O-])cc2)cnn1C | -1 | 2 | 0 | -0.3 | 2 | -3 | -1 | 3 | 8
Cc1nc2ccc(NC(=S)N3CCOCC3)cc2nc1C | 3 | 6 | 4 | -1.0 | 6 | 1 | 0 | 5 | 4
COc1ccc(/C=C(/NC(=O)c2cccs2)C(=O)N2CCOCC2)cc1OC | 0 | 2 | 5 | 2.4 | 0 | 4 | 0 | 3 | 1
CCc1nnc(NC(=O)CCC(=O)N2CCCC2)s1 | -1 | -2 | 7 | -0.2 | -3 | 1 | 7 | 3 | 4
O=c1c2[nH]c3ccccc3c2ncn1CCN1CCCCC1 | -2 | 2 | 10 | 0.4 | 2 | -2 | -1 | 3 | 72*
COC(=O)c1ccc2nc(NC(=O)COC(=O)CSc3nc(C)cc(C)n3)sc2c1 | -5 | -5 | 0 | 3.1 | 2 | -10 | -4 | 1 | 18
CCCN(C(=O)COC(=O)CCOc1ccccc1)c1c(N)n(Cc2ccccc2)c(=O)[nH]c1=O | -1 | 0 | 2 | -3.3 | 7 | -3 | -2 | 0 | 0
CCOC(=O)Cc1csc(NC(=O)CSc2nncn2C)n1 | 1 | 2 | 7 | -1.7 | 4 | 1 | 4 | 1 | 0
CS(=O)(=O)c1ccccc1C(=O)Nc1cc2c(cc1C(=O)O)OCCCO2 | 3 | -3 | -3 | 0.4 | 1 | 7 | 4 | 0 | -2
CC(C)OC(=O)CSc1nnc(Cc2ccccc2)n1CC1CCCO1 (stereo not given) | 1 | -4 | 5 | 0.2 | 3 | -3 | -2 | -4 | 0

Next section.
SMILES | PME-1 primary | Fam108B inh | PAFAH1B2 inh | MEX-5 binding | GLD-1 TGE inh | MCL1-BIM inh | Bcl-xL primary | pPAFAH inh | AHR activator
OCCC1CN(Cc2cnc(N3CCOCC3)s2)CCN1C1CCCC1 (stereo not given) | -9 | -2 | 2 | -0.1 | 3 | -7 | 0 | 4 | 2
CCOC(=O)c1ccccc1NC(=O)Cn1cnc2c(nnn2-c2ccc(C)cc2)c1=O | -2 | 0 | -2 | -1.4 | -2 | 1 | 0 | 5 | 2
O=C1c2ccccc2/C(=C\C#Cc2ccccn2)N1c1ccccc1 | . | . | 2 | . | 4 | . | . | -2 | 23
O=C(COc1ccc(Cl)cc1Br)OCC(=O)c1ccc[nH]1 | . | . | 4 | . | 5 | . | . | 14 | 0
CCOc1ccc(C2=Nn3c(nnc3-c3ccco3)SC2)cc1 | 3 | 2 | 6 | -3.0 | -1 | 3 | 10 | -2 | 10
COc1cc(S(=O)(=O)Nc2ccccc2N2CCCCC2)ccc1NC(C)=O | 10 | . | 21 | . | -1 | 4 | 6 | 2 | -1
COc1ccccc1C(=O)Nc1nnc(-c2ccc(F)cc2)o1 | 0 | 3 | 2 | 1.2 | -2 | 3 | 3 | 2 | 13
Cc1ccc2cc(C#N)c(SCC(=O)NCc3ccco3)nc2c1 | -14 | -13 | 0 | -5.8 | -15 | -14 | -5 | 3 | 18
COc1cc(NC(=O)COC(=O)CNC(=O)c2ccc(C)s2)cc(OC)c1 | 2 | 3 | . | 2.4 | 7 | -7 | -5 | 0 | 6
O=C(O)C1CC(c2ccccc2)=Nc2ccccc2S1 (stereo not given) | 0 | 1 | 4 | -1.8 | -2 | 3 | -1 | 7 | 53*
CC(C)NC(=O)NNc1c(Cl)cncc1Cl | -1 | -4 | . | -4.4 | 0 | 3 | 2 | 1 | -1
CC(C)CC(=O)Nc1ccccc1N1CCN(c2ccc(F)cc2)CC1 | 4 | -3 | 1 | 0.3 | 3 | 4 | 11 | 4 | -6
COC(=O)c1cc(-c2ccccc2)n(CCN)c1C | 4 | 1 | 4 | 1.2 | 6 | 7 | 4 | -1 | 2
c1ccc(C[C@H]2CN=C(Nc3ccccc3)N2CC2CCC2)cc1 | 4 | 2 | -2 | . | 2 | 0 | 4 | 3 | 3

An excerpt; the hit share may differ from the screen's.
